# IMPase Li inh: qHTS Assay for Identifying the Cell-Membrane Permeable IMPase Inhibitors: Potentiation with Lithium; CHO-M1 cells, IP1 TR-FRET (IP-One), carbachol + lithium; Potency, µM (series often up to 59.4 µM), without a hit: at the highest dose activity, negative = IMPase inhibition, most hits filed as inhibitors; actives 0.35% (n = 210,000); AID 1457, 2008;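 further: IP1 builds up when IMPase is blocked and the TR-FRET signal falls; potency means the concentration at half of the fitted maximal effect; plate controls were basal vehicle for no effect and high inhibitor control for full effect; nearly all actives have a fitted effect of over 50% in size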
#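 CHO cells stably expressing M1 receptor (2000/well) were cultured 16–30 h, then exposed to compounds with a small lithium addition for 30 min at 37C. IP1 was measured by TR-FRET competition; AC50 from Hill fits.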
# HTT ATP protect: qHTS Multiplex Assay to Identify Dual Action Probes in a Cell Model of Huntington: Cytoprotection (ATP). PC12 HTT-Q103 induced, cytoprotection, ATP luminescence, 40 h. Potency, µM (top dose mostly 56.4 µM), for the others: cytoprotection (ATP increase), hits mostly activators. actives 0.14% (n = 230,000). AID 1471, 2008;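 further: potency means the concentration at half of the fitted maximal effect; % of control where 0% means no effect; nearly all actives have a fitted effect of over 45% in size; toxic huntingtin expression switched on by the ecdysone agonist tebufenozide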
#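 Compounds were screened for protection of PC12 cells against cell death after tebufenozide induction (100 nM final) of mutant Huntingtin exon 1 (Q103) fused to GFP.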
# CBFb-RUNX1 inh: qHTS Assay for Compounds Blocking the Interaction Between CBF-beta and RUNX1 for the Treatment of Acute Myeloid Leukemia | Runt-related transcription factor 1 (Homo sapiens) + Core-binding factor subunit beta … | AlphaScreen CBFb-His/RUNX1-biotin binding, biochemical | Potency, µM (titrated, usually from 59.8 µM), for the others: top-dose activity, negative = inhibition, hits mostly inhibitors | 230,000 tested, under 10 active | AID 1477, 2009; further: % of control where 0% means no effect
# Target sequence (Q01196 whole entry, looked up): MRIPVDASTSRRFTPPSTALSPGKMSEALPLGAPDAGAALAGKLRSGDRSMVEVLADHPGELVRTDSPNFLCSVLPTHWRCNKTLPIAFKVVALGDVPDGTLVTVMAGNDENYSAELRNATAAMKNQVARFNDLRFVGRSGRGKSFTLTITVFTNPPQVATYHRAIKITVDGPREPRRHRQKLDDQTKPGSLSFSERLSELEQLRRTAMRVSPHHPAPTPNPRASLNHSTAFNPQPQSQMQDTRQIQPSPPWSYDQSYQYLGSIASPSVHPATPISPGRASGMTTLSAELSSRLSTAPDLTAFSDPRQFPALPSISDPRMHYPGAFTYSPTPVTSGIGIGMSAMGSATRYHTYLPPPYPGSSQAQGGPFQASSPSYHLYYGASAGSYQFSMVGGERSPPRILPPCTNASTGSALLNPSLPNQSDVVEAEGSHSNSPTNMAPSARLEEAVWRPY
# Target sequence (Q13951 whole entry, looked up): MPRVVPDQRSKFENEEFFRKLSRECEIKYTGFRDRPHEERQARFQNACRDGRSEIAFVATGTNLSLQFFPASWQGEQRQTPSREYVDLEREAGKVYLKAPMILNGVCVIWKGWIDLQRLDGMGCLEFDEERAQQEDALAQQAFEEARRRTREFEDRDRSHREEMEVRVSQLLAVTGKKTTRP
#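 AlphaScreen binding: CBFb-His and RUNX1-biotin (30 nM each) preincubated 20 min, compound added for 15 min, then nickel and streptavidin beads for 90 min, all at room temperature. Disruption of the interaction by any mechanism counts as activity.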
# LMNA splice mod: qHTS Assay for Modulators of Lamin A Splicing; HeLa LMNA splicing GFP/RFP minigene ratio, 48 h; Potency, µM (titrated, usually from 46.1 µM), for the others: at the top dose ratio change, negative = inhibition, hits mostly inhibitors; actives 0.01% (n = 200,000); AID 1487, 2009; active means well fitted inhibition curve with a large enough effect in the signal ratio, with a control signal flat, not every such curve was filed as active; inconclusive means small, poorly fitted or top-dose-only effect, or effect the other way, or a change in a side signal; the % refers to the signal ratio; further: potency means the concentration at half of the fitted maximal effect; on the % scale 0 is the no-effect control and ±100 the full control effect
#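 S3 HeLa cells stably expressing lamin A-EGFP splicing minigene plus DsRed2, 600 cells/well, 48 h compound exposure at 37C. Laser-scanning cytometry; analysed as GFP (500-530 nm)/RFP (575-640 nm) total intensity ratio; 0.5% DMSO vehicle.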
# SMN2 splice enh: qHTS Assay for Enhancers of SMN2 Splice Variant Expression. AID 1458, 2008. actives 2.8% (n = 210,000). Potency, µM (series often up to 46.1 µM), for the others: at the highest dose activity change, positive = activation, most hits filed as activators. HEK293 SMN2-luciferase splicing reporter, luminescence, 30-36 h; further: potency means the concentration at half of the fitted maximal effect; % of control where 0% means no effect; nearly all actives have a fitted effect of over 55% in size
#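 HEK293 cells carry an SMN2 […]–luciferase reporter in which exon 7 inclusion puts luciferase in frame. Cells were plated 10-12 h before compound addition, then incubated 30-36 h at 37C. ONE-Glo luminescence was read; sodium butyrate at 4.5 mM final served as control.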
# HTT aggregate: qHTS Multiplex Assay to Identify Dual Action Probes in a Cell Model of Huntington: Aggregate Formation (GFP); PC12 HttQ103-GFP aggregates, Acumen cytometry, 40 h; Potency, µM (series often up to 46.1 µM), inactives show top-dose activity change, negative = inhibition, usual class: inhibitors; actives 1.1% (n = 220,000); AID 1688, 2009; further: potency means the concentration at half of the fitted maximal effect; on the % scale 0 is the no-effect control and ±100 the full control effect; nearly all actives have a fitted effect of over 60% in size
#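 Aggregate formation scored by laser-scanning cytometer (488 excitation, 500–530 emission) in lysed PC12 cells expressing Q103-GFP after 100 nM tebufenozide induction; library tested in dose series, with ATPLite reagent added in the multiplex.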
# Luc counter: Counterscreen for Luciferase (Kinase-Glo TM) Inhibition | Luciferin 4-monooxygenase (Photuris pensylvanica), Q27757 | Kinase-Glo luciferase, ATP luminescence, 8 min | Potency, µM (top dose mostly 38.3 µM), for inactives: at the highest dose activity change, negative = inhibition, actives largely listed as inhibitors | actives 0.28% (n = 200,000) | AID 1379, 2008; further: potency means the concentration at half of the fitted maximal effect; on the % scale 0 is the no-effect control and ±100 the full control effect; nearly all actives have a fitted effect of over 60% in size
#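 Substrate mix (final 50 mM imidazole pH 7.2, 50 mM KCl, 7 mM MgCl2, 10 uM ATP, 0.01% Tween 20, 0.05% BSA) plus pin-tool compound, then Kinase-Glo detection mix; 8 min ambient, luminescence read.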
# The depositor's hits bear a star; u = inconclusive; x = no result given; [ ] = remark or other dose. Unless noted, the call rests on the fitted dose curve; in most records, active means well fitted curve in the direction sought with a large enough effect; inconclusive means small, poorly fitted or top-dose-only effect, or another doubt; inactive means no such curve, though single readings can be large; an effect the other way counts as inactive or inconclusive.
SMILES,IMPase Li inh,HTT ATP protect,CBFb-RUNX1 inh,LMNA splice mod,SMN2 splice enh,HTT aggregate,Luc counter
C=CCN1CC(c2nc3ccccc3n2Cc2ccccc2)CC1=O (stereo not given),2%[38.3 µM],-9%[0.074 µM],6%,8%,-12%,3%,1%
COCCCNc1nc2c(c(=O)[nH]c(=O)n2C)n1CC(O)COc1cccc(C)c1 (stereo not given),x,-12%,-1%,4%,x,-4%,x
CCOC(=O)c1c(C)c[nH]c1C,-3%,-35%,9%,7%[9.22 µM],0%,4%,-1%
Cc1ccc2c(c1)nnn2C1CCN(S(=O)(=O)c2ccc(C(=O)N(C)C3CCCCC3)cc2)CC1,4%[38.3 µM],-22%[10 µM],0%,1%,-35%[inhibitor],-22%,-2%
Cc1ccccc1NC(=S)N1CCN(Cc2ccc3c(c2)OCO3)CC1,-12%,-2%[10 µM],0%,-14%,u,-17%,6%
Cn1c(=O)c(-c2cc(=O)[nH][nH]2)c(O)c2ccccc21,2%,-22%,-6%,-5%[46 µM],-5%,13%,0%
CCN(CC)S(=O)(=O)c1ccc(/C=C/C(=O)N(c2ccccn2)C2CCCCC2)cc1,12%,-39%[inhibitor],5%,11%[46 µM],-13%,-14%,0%
COCCCn1c(-c2cccs2)nc2nc3ccccc3nc21,x,-63%[inhibitor][10 µM],8%,x,x,u,x
O=C(NNC(=O)c1ccc(Cl)cc1Cl)c1csc(-c2cccnc2)n1,x,-49%[inhibitor][10 µM],4%,x,x,-6%[9.22 µM],x
CCCCCn1c(=NC(=O)c2ccco2)c(C(=O)OCC)cc2c(=O)n3ccccc3nc21,-3%[38.3 µM],-21%,6%,11%,-24%,-2%,2%
Cc1ccc(-n2cc(CNCCN3CCOC3=O)c(-c3cccc(C)c3)n2)cc1,6%,-27%[10 µM],2%,x,x,-8%[9.22 µM],0%
CCCC(O)(CCC)C(=O)NN1CCCCC1,-4%[38.3 µM],-2%,8%,1%[0.0737 µM],5%,0%,3%
Cc1cc(=O)n(C)c(=O)n1CCCCCCOc1ccc([N+](=O)[O-])cc1,1%,-1%[10 µM],2%,-14%,-4%[1.84 µM],-11%,1%
O=C(O)CSC1=NC(=Nc2ccc(Cl)cc2)C2(CCCCC2)N1c1cccc(C(=O)O)c1,4%,21%[0.074 µM],1%,17%,17%,4%,6%
CC(C)S(=O)(=O)c1csc(NC(=O)Nc2ccc(Cl)cc2)c1Cl,x,-18%[10 µM],0%,x,x,-18%[9.22 µM],x
O=C(NCc1ccc(N2CCCC2=O)cc1)Nc1cccc(Cl)c1,62%[activator][38.3 µM],-7%,11%,u,x,-1%,6%
O=C(N/N=C/c1ccncc1)c1cccc(N/N=C/c2ccncc2)c1,15%,-67%[inhibitor],-8%,u,u,6%,2%
COc1ccc(NC(=O)Nc2nnc(-c3ccccc3F)s2)cc1,11%,14%[10 µM],0%,-4%[46 µM],14%,31%,0%
N#Cc1cccc(NC(=O)N2CC[C@@]3(CCCN(C(=O)c4ccco4)C3)C2)c1,1%,2%,x,x,-2%,x,-5%
Cc1cnc(CNc2nc(-c3ccoc3)nc3ccccc23)cn1,26%,-40%[inhibitor],x,-17%,x,x,x
CC(C)OC(=O)CSc1nnc(-c2cnccn2)n1C,-4%,-4%[1.9 µM],-2%,-6%,-9%,-11%,-6%
Cc1ccc(S(=O)(=O)N(Cc2nccn2C)C(C)C)cc1,-5%[38.3 µM],-5%,4%,3%,-20%,17%,-6%
c1cc2c(cc1C1=NNC(=NC3CC3)SC1)OCCO2,13%,-185%[inhibitor],-18%,u,-80%[inhibitor],u,2.2µM*
CCc1c(C)nc2ncnn2c1N1CCC(C(=O)NCc2ccc3c(c2)OCO3)CC1,6%[38.3 µM],-11%,6%,u,-31%[inhibitor],22%,-2%
COc1ccccc1-c1noc(-c2ccccc2C(=O)NCc2ccco2)n1,4%,-24%[1.9 µM],-2%,x,-8%,1%[9.22 µM],-12%
# (list continues)
SMILES,IMPase Li inh,HTT ATP protect,CBFb-RUNX1 inh,LMNA splice mod,SMN2 splice enh,HTT aggregate,Luc counter
CSc1ccc(N/N=C(/C#N)S(=O)(=O)C(C)(C)C)cc1,2%,-60%[inhibitor],-14%,x,-55%[inhibitor],u,0%
Cn1c(=O)c2c(nc(CN3CCC(C(N)=O)CC3)n2Cc2ccccc2F)n(C)c1=O,-7%[38.3 µM],-25%,-1%,-9%,-3%,15%,11%
CCOC(=O)C1C(=O)NC(c2ccccc2)=NC1c1ccc(Cl)cc1 (stereo not given),24%[38.3 µM],17%[10 µM],11%,4%,-5%,4%,4%
CC(=O)C1=C(O)CC(c2ccccc2)CC1=NCCc1c(C)[nH]c2ccc(C)cc12 (stereo not given),u,x,-8%[2.36 µM],5%,x,2%,1%
NS(=O)(=O)c1ccc(NC(=O)C2C3C=CC(C3)C2C(=O)O)cc1 (stereo not given),6%,10%[10 µM],0%,18%[46 µM],x,-21%[9.22 µM],4%
CC(=O)c1cccc(NC(=O)c2ccc(-c3ccccc3[N+](=O)[O-])o2)c1,18%,-32%[0.074 µM],3%,u,10µM*,0%,-2%
O=C(Nc1nnc(-c2ccccc2)s1)c1cc(S(=O)(=O)N2CCOCC2)c(Cl)cc1Cl,34%[38.3 µM],-16%,8%,u,-27%,-25%,1%
C=CCn1cc(/C=N\NC(=O)c2cc3c(ccc4ccccc43)o2)c2ccccc21,-18%[38.3 µM],-19%,-3%,8%,3%,-12%,5%
Cc1ccnc(NC(=O)c2ccccc2[N+](=O)[O-])c1,10%[38.3 µM],-17%,-2%,12%,20%,8%,-4%
O=C(NCc1ccccc1)c1ccc2c(c1)C(=O)N(CC1CCCO1)C2=O (stereo not given),-10%[38.3 µM],9%,2%,5%,-1%,-6%,-2%
COc1cc2c(cc1NC(=O)Nc1ccc(F)cc1)oc1ccccc12,4%,7%[10 µM],-3%,u,6%,17%,-1%
CCOC(=O)c1c(NC(=O)CSc2nc3ccccc3o2)sc(C)c1C,13%[38.3 µM],-51%[inhibitor],1%,u,0%,-15%,-3%
N#CCc1nn(-c2ccc(F)cc2)c(N)c1C#N,10%,8%[10 µM],-5%,7%[46 µM],3%,18%,3%
CC(C)CNC(=O)c1cc2nc3c(c(C(F)(F)F)n2n1)CCc1ccccc1-3,0%[38.3 µM],-6%,5%,-6%,-18%,8%[9.22 µM],0%
Cc1ccc(CNC(=O)CCNC(=O)Cn2ccc3ccccc3c2=O)cc1,-17%[38.3 µM],u,4%,13%,1%,-3%,-2%
COc1ccc(N2CCN(C(CNC(=O)C(=O)NCc3ccc4c(c3)OCO4)c3ccco3)CC2)cc1 (stereo not given),4%,-19%,-22%,19%[46 µM],-64%[inhibitor],-6%,1%
COc1ccc(N2CCN(C(=O)CCSCc3ccccc3F)CC2)cc1,-5%,-4%,-15%,x,-29%,-1%,-1%
O=c1c2cnn(-c3ccccc3)c2nc(-c2cccs2)n1-c1cccc(Cl)c1,13%,10%[10 µM],21%,u,-47%[inhibitor],-11%,-2%
CCn1c(/C=C2\C(=O)N(C(C)C)c3ccccc32)nc2ccccc2c1=O,x,0%[10 µM],-11%,x,x,-29%[9.22 µM],x
N#Cc1c(NC(=O)C2C3C=CC(C3)C2C(=O)O)sc2c1CCCCC2 (stereo not given),1%,x,11%,x,-33%,x,3%
CCOC(=O)c1nnn(CC(=O)N2N=C(c3ccc(Cl)cc3)CC2c2ccccc2)c1C(=O)OCC (stereo not given),12%,-8%[1.9 µM],5%,4%,-4%,-2%,1%
COc1ccc(-c2csc(NC(=O)CSc3nc(SC)ns3)n2)cc1,19%,39%[0.074 µM],-21%,1%,22µM*,-2%,-1%
Cc1cccc(NC(=O)CN2C(=O)S/C(=C\c3ccc(O)c([N+](=O)[O-])c3)C2=O)c1,0%,-16%,-25%,x,-18%,-25%,-3%
CC(=O)Nc1ccc(S(=O)(=O)NCC(=O)OCC(=O)NC(=O)c2cccn2C)cc1,x,18%[10 µM],-2%,x,x,-17%[9.22 µM],x

# Nothing new here: an excerpt of the list.
SMILES,IMPase Li inh,HTT ATP protect,CBFb-RUNX1 inh,LMNA splice mod,SMN2 splice enh,HTT aggregate,Luc counter
COc1cc2c(cc1NC(=O)Nc1ccc(F)cc1)oc1ccccc12,4%,7%[10 µM],-3%,u,6%,17%,-1%
CCOC(=O)c1c(NC(=O)CSc2nc3ccccc3o2)sc(C)c1C,13%[38.3 µM],-51%[inhibitor],1%,u,0%,-15%,-3%
N#CCc1nn(-c2ccc(F)cc2)c(N)c1C#N,10%,8%[10 µM],-5%,7%[46 µM],3%,18%,3%
CC(C)CNC(=O)c1cc2nc3c(c(C(F)(F)F)n2n1)CCc1ccccc1-3,0%[38.3 µM],-6%,5%,-6%,-18%,8%[9.22 µM],0%
Cc1ccc(CNC(=O)CCNC(=O)Cn2ccc3ccccc3c2=O)cc1,-17%[38.3 µM],u,4%,13%,1%,-3%,-2%
COc1ccc(N2CCN(C(CNC(=O)C(=O)NCc3ccc4c(c3)OCO4)c3ccco3)CC2)cc1 (stereo not given),4%,-19%,-22%,19%[46 µM],-64%[inhibitor],-6%,1%
COc1ccc(N2CCN(C(=O)CCSCc3ccccc3F)CC2)cc1,-5%,-4%,-15%,x,-29%,-1%,-1%
O=c1c2cnn(-c3ccccc3)c2nc(-c2cccs2)n1-c1cccc(Cl)c1,13%,10%[10 µM],21%,u,-47%[inhibitor],-11%,-2%
CCn1c(/C=C2\C(=O)N(C(C)C)c3ccccc32)nc2ccccc2c1=O,x,0%[10 µM],-11%,x,x,-29%[9.22 µM],x
N#Cc1c(NC(=O)C2C3C=CC(C3)C2C(=O)O)sc2c1CCCCC2 (stereo not given),1%,x,11%,x,-33%,x,3%

# Rows were taken by chance; 4% or so of the library scored in one or more.
